FID counter: fluorescent intercalator displacement, NS3 helicase counter-screen | inhibition, % at 7.9 µM | AID 1845 | DNA fluorescent intercalator displacement, fluorescence | 290,000 tested, 0.17% active; in the data active = inhibition above about 37%;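 note: 0% = vehicle and 100% = reference compound; higher means more ethidium bromide displaced from hairpin DNA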
NALP1 inh: inhibitors of NALP1 inflammasome in yeast | S. cerevisiae NALP1/ASC/caspase-1 growth, X-gal OD620, 72 h | inhibition, % at 10 µM | 280,000 tested, 0.61% active; in the data active = inhibition mostly above about 24%, no sharp cut-off; inactive = mostly below about 32%; note: some compounds called inactive have numbers as strong as hits
IMP-1 inh: blocks Pseudomonas aeruginosa IMP-1 metallo-beta-lactamase | inhibition, % at 5.6 µM | 290,000 tested, 0.45% active | purified IMP-1, nitrocefin hydrolysis, epi-absorbance fluorescence | AID 1556;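 active = inhibition above the mean plus 3 SD of all compounds in the same screening run, cut at about 4.5% in these data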;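 note: 0% = IMP-1 with DMSO and 100% = DMSO wells lacking enzyme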
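System – purified recombinant IMP-1 beta-lactamase · Input – IMP-1 dispensed at 0.2 nM · Timing – 15 min preincubation plus 25 min reaction at 25 °C · Signal – Epi-absorbance fluorescence, 480 nm excitation, 530 nm emission · Measure – percent IMP-1 inhibition derived from blank-referenced optical density · Controls – Enzyme-plus-DMSO low control, enzyme-free DMSO high control · Replication – singlicate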
UBC9 SUMO inh: blocks human SUMOylation mediated by UBC9 | HTRF SUMOylation assay, SAE1/SAE2 + UBC9, in vitro | inhibition, % at 35 µM | 290,000 tested, 0.36% active; in the data active = inhibition above about 50%, passing the limit was not always enough; inconclusive = no clear call, values can overlap the other calls; note: strong numbers were not always called active
Target sequence (P63279 whole entry, looked up): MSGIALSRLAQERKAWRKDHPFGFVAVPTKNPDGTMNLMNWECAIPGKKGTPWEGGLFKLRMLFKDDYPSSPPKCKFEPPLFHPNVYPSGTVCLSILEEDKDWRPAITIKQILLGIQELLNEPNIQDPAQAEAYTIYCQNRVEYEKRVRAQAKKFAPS
VIM-2 inh: inhibitors of Pseudomonas aeruginosa VIM-2 metallo-beta-lactamase; purified VIM-2, nitrocefin hydrolysis, epi-absorbance fluorescence; inhibition, % at 5.6 µM; 290,000 tested, 0.89% active;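 active = inhibition above the mean of all tested compounds plus 3 SD, cutoff set per screening run, cut at about 7.5% in these data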;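 note: red hydrolysis product quenches plate fluorescence so inhibitors raise well fluorescence; 0% = enzyme with DMSO and 100% = DMSO without enzyme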
MEKK2 WT-MEK5: raises or lowers MEK5 binding to wildtype human MEKK2 PB1 domain | binding response (% of control), % at 10 µM | bead flow cytometry, Alexa488-MEK5 binding to MEKK2 WT; actives lie on both sides | 290,000 tested, 1.1% active; in the data active = binding response below about 67% or above about 130%; inconclusive = no clear call, values can overlap the other calls; inactive = in between
M18AAP inhibitor: blocks P. falciparum M18 aspartyl aminopeptidase; recombinant PfM18AAP, H-Glu-NHMec fluorogenic cleavage; inhibition, % at 7.35 µM; 290,000 tested, 1.2% active; AID 1822;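 active = inhibition above the campaign mean inhibition over all tested compounds plus 3 SD, cut at about 28% in these data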;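 note: 0% = plate median of test compound wells and 100% = 2 mM ZnCl2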
HCV NS3 hel inh: HCV NS3 helicase inhibition. 290,000 tested, 0.56% active. inhibition, % at 10.9 µM. NS3 helicase DNA unwinding, Cy5 molecular beacon fluorescence;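 active = inhibition above the mean of all tested compounds plus 3 SD, set per campaign, cut at about 35% in these data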;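 note: 0% = DMSO wells and 100% = thioflavine S control wells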
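Assay system – hepatitis C virus NS3 helicase domain fragment enzyme · Buffer or medium – MOPS pH 6.5, MgCl2, DTT, Tween20, BSA · Reagent – Cy5/quencher beacon DNA duplex and ATP to start · Compound – single 10.9 µM dose · Timing – 1 h at 25 °C · Technique – Cy5 beacon fluorescence read at start and 1 h · Measure – % inhibition of unwinding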
MEKK2mut PB1 HTS: signal of MEK5 binding to mutant human MEKK2 PB1 domain. 290,000 tested, 0.35% active. percent response, % at 10 µM. bead flow cytometry, Alexa488-MEK5 binding to MEKK2 mutant. AID 1530; in the data active = percent response above about 24%, passing the limit was not always enough; note: inactives centre near 1; some results filed as inactive read as strong as hits
Numbers without * were called inactive; ? = inconclusive; . = not tested or not shown; [ ] = another dose, or the depositor's remark.

SMILES	FID counter	NALP1 inh	IMP-1 inh	UBC9 SUMO inh	VIM-2 inh	MEKK2 WT-MEK5	M18AAP inhibitor	HCV NS3 hel inh	MEKK2mut PB1 HTS
Cc1nc(Nc2ccc(S(N)(=O)=O)cc2)sc1C(=O)Nc1ccccc1	-2	7	-0.4	-1	0.3	93	-12	-15	-11
CC(=O)/C=C(\C)Nc1ccc(-c2cnc(-c3ccccc3)o2)cc1	2	-13	-1.3	?	-0.6	110	9	-8	12
O=C(c1ccccc1NS(=O)(=O)c1ccc(Br)cc1)N1CCOCC1	-16	-2	-2.9	8	-2.9	103	-3	-2	2
CC(=O)NC(=S)Nc1ccc(-c2nc3ccc(C)cc3s2)cc1	-2	1	-1.8	33	-1.4	100	-6	-3	-1
O=C(O)CCn1c(=S)oc2ccccc21	0	-6	-1.9	-22	0.3	100	-11	2	-1
O=C(CSc1nncs1)NCc1ccc(F)cc1	-2	-2	-2.7	12	-0.1	101	-3	-15	-4
COc1ccc(C)cc1NC(=O)C(Sc1nnc2ccccn12)c1ccccc1 (stereo not drawn)	-36	31	-2.1	-4	-2.9	95	2	5	0
CCOc1ccc(CCNC(=O)c2cccc(NC3=NC4CS(=O)(=O)CC4S3)c2)cc1OCC (stereo not drawn)	-29	2	-4.0	-7	-1.3	110	1	14	10
O=C(NC(NCc1ccccc1)C(Cl)(Cl)Cl)c1cccnc1 (stereo not drawn)	1	1	-0.9	-8	-2.7	111	3	3	3
COCCN(C(=S)Nc1ccc(OC)cc1)C1CCN(C(C)C)CC1	-4	12	-2.6	0	-3.0	109	4	18	1
Cc1ccc(/C=N/NC(=O)c2nc3nc(C)cc(C)n3n2)cc1	0	21	-5.0	5	-2.0	105	2	-1	1
COc1cccc(CN2CCN(c3cccc(C(F)(F)F)c3)CC2)c1OC	10	-71	-3.7	-6	-2.6	96	1	-10	1
Cc1cc(C)c2c(=O)n(CC(=O)N3CCC(Cc4ccccc4)CC3)sc2n1	-5	12	-3.8	3	-1.4	.	56*	6	.
Cc1cccc(N2CN=C3SCC(=O)N3C2)c1	0	16	-3.0	5	-1.8	101	5	-1	-5
CC(c1nc2ccccc2o1)N1C(=O)c2ccccc2C1=O (stereo not drawn)	-8	8	0.3	-34	1.3	91	-13	-6	-4
CCOC(=O)c1cccc(NS(=O)(=O)c2c(C)[nH]c(=O)[nH]c2=O)c1	0	-3	3.2	6	-1.3	97	-4	11	2
Cc1ccc(S(=O)(=O)NC(Cc2c[nH]c3ccccc23)C(=O)O)cc1 (stereo not drawn)	-20	.	-2.7	.	1.3	96	10	29	-1
O=C(CCSCc1ccc(Cl)cc1)NCCc1ccccc1	-21	26	-3.6	1	-3.0	102	2	1	0
COc1ccc(N(C)S(=O)(=O)c2cccc(C(=O)Nc3ccc4c(c3)OCCO4)c2)cc1	-26	-6	-2.8	-14	-1.2	99	1	3	-2
O=C(NCc1nnc(SCC(=O)N2CCN(c3ccccc3)CC2)o1)c1ccccc1	-35	30	0.6	-1	-1.6	105	-2	4	5
CS(=O)(=O)Nc1nnc(SCC(=O)Nc2cccc([N+](=O)[O-])c2)s1	3	29	0.1	16	0.3	97	-2	4	10
CCOC(=O)c1c(C)[nH]c(C(=O)OCC(=O)Nc2ccc(OC)c(Cl)c2)c1C	-1	2	-3.3	23	-3.8	94	5	3	-4
CCN(CC)C(=O)CSc1nc2cc(S(=O)(=O)N3CCOCC3)ccc2n1CC	-31	18	-2.5	8	-2.8	103	2	1	5
COc1ccc2[nH]c(=O)c(CNc3ccc(C)c(C)c3)cc2c1	0	16	-1.9	30	-1.1	100	3	5	6
O=C(CCN1CCCCC1)NCNC(=O)CCN1CCCCC1	2	27	-0.4	2	-0.7	101	-11	9	-1
Remaining list, next part
SMILES	FID counter	NALP1 inh	IMP-1 inh	UBC9 SUMO inh	VIM-2 inh	MEKK2 WT-MEK5	M18AAP inhibitor	HCV NS3 hel inh	MEKK2mut PB1 HTS
O=C(C1CCCN(c2ncnc3c2nc2n3CCCCC2)C1)N1CCN(c2ccc(Cl)cc2)CC1 (stereo not drawn)	-70	11	-0.5	-12	1.0	97	2	-19	-11
O=C(c1cc(-c2cccs2)on1)N1CCCc2ccccc21	-12	37	-3.0	-10	-3.2	109	-3	-3	9
CCN(CC)CC(C)OC(=O)c1ccccc1Cl (stereo not drawn)	0	10	-1.1	8	-2.5	100	-5	-5	-1
CC(=O)Nc1ccccc1OCc1nnc(-c2cccs2)o1	0	10	0.2	18	-0.3	111	-4	-5	4
O=C(CSCc1ccco1)c1ccc(Cl)s1	-4	-1	0.9	28	-0.6	106	6	35	11
O=C(NC(=S)Nc1nc(-c2ccccc2)cs1)c1cccnc1	-4	9	-2.5	15	-3.9	101	3	-8	-3
O=C(COC(=O)C1CC1)c1c[nH]c2ccccc12	-2	.	-12	7	-1.6	102	-14	9	1
COc1ccc(Cc2nnc(NS(C)(=O)=O)s2)cc1	-4	24	-0.2	18	-1.0	102	3	-9	3
CN(C)CCCN(C(=O)c1ccc([N+](=O)[O-])s1)c1nc2cc3c(cc2s1)OCCO3	30	22	-2.9	0	-0.7	132	2	-16	20
CCC(=O)c1ccc(OCC(O)Cn2nc(C)c(Br)c2C)cc1 (stereo not drawn)	-33	-8	-2.0	-9	-2.3	108	4	3	2
O=C(NCc1cccs1)N[C@@H](Cc1ccccc1)C(=O)O	-3	3	-1.6	1	-2.8	-2.0*[inhibitor]	-11	10	-26
O=C(NCc1ccco1)C1CCCN(c2nnc(-n3cccc3)s2)C1 (stereo not drawn)	2	13	-0.3	18	-1.4	102	3	4	3
Cc1cc(C)c(NC(=O)COC(=O)Cc2ccsc2)c(C)c1	2	3	-5.9	7	-1.7	103	-3	1	-2
O=C(NCCCN1CCOCC1)c1ccc(/C=C2\Oc3ccccc3N(Cc3ccccc3F)C2=O)cc1	36	16	0.0	30	0.1	133	2	-78	22
Cc1cc(C)n2c(SCc3c(C)noc3C)nnc2n1	-3	13	-3.2	8	-2.0	80	-1	-7	4
CCOc1cccc(C(=O)Nc2ccc3oc(-c4cccnc4)nc3c2)c1	-8	-1	-3.7	14	-1.8	100	-5	-9	-10
C/C(=N\NC(=S)NCc1ccccc1)c1cccc(Br)c1	-16	19	-2.0	-25	-3.9	98	9	0	-4
O=C(COc1ccc(Br)cc1)Nc1ccc(NC(=O)c2ccccc2)cc1	-11	-55	0.0	16	-1.6	97	-3	1	-3
Cc1oc2ccc(OC(=O)c3cccs3)cc2c1C(=O)OC(C)C	-4	20	-1.7	-31	-1.2	98	-6	2	0
CCOc1ccccc1/C=C(/NC(=O)c1ccccc1)C(=O)N(CC)CC	-38	11	-3.0	-1	-2.6	126	7	8	13
Cc1ccc(C)c(S(=O)(=O)N2CCN(C(=O)Cc3ccsc3)CC2)c1	-27	-5	-1.9	6	-3.2	101	0	-1	3
FC(F)(F)c1cccc(CN2CCC(c3cc(-c4cccs4)n[nH]3)CC2)c1	9	15	-4.0	5	-6.3	106	1	-22	-2
CCOC(=O)/C(C#N)=C1\CC2CCC1(C)C2(C)C (stereo not drawn)	1	10	-2.6	7	-2.1	96	15	-6	3
COc1ccc(C2CC(c3cccs3)=NN2C(=O)c2ccco2)cc1OC (stereo not drawn)	-30	17	-1.8	20	0.5	98	-16	0	-2
CNc1ccc2nnc(C(F)(F)C(F)(F)C(F)(F)F)n2n1	6	11	-3.8	-2	-1.4	99	-6	8	2

Reprinted from above (five entries):
SMILES	FID counter	NALP1 inh	IMP-1 inh	UBC9 SUMO inh	VIM-2 inh	MEKK2 WT-MEK5	M18AAP inhibitor	HCV NS3 hel inh	MEKK2mut PB1 HTS
O=C(COC(=O)C1CC1)c1c[nH]c2ccccc12	-2	.	-12	7	-1.6	102	-14	9	1
COc1ccc(Cc2nnc(NS(C)(=O)=O)s2)cc1	-4	24	-0.2	18	-1.0	102	3	-9	3
CN(C)CCCN(C(=O)c1ccc([N+](=O)[O-])s1)c1nc2cc3c(cc2s1)OCCO3	30	22	-2.9	0	-0.7	132	2	-16	20
CCC(=O)c1ccc(OCC(O)Cn2nc(C)c(Br)c2C)cc1 (stereo not drawn)	-33	-8	-2.0	-9	-2.3	108	4	3	2
O=C(NCc1cccs1)N[C@@H](Cc1ccccc1)C(=O)O	-3	3	-1.6	1	-2.8	-2.0*[inhibitor]	-11	10	-26

Later entries:
SMILES	FID counter	NALP1 inh	IMP-1 inh	UBC9 SUMO inh	VIM-2 inh	MEKK2 WT-MEK5	M18AAP inhibitor	HCV NS3 hel inh	MEKK2mut PB1 HTS
O=c1[nH]c(CS(=O)(=O)c2ccccc2)nc2ccccc12	4	13	-1.6	7	-1.2	96	-5	4	16
O=C(Cn1[nH]c(=O)c2ccccc2c1=O)OCC(=O)N(Cc1ccccc1)Cc1ccccc1	-3	7	-3.5	-6	-1.6	96	7	7	-4
CCOC(=O)c1ccc(Nc2nnc(C(C)(C)C)c(=O)[nH]2)cc1	-7	-8	-3.0	9	-4.7	90	0	3	-4
COc1ccc(C(C[N+](=O)[O-])c2c(C)cc3ccccn23)cc1 (stereo not drawn)	-11	-2	-3.4	14	1.5	97	20	2	0
COCCNC(=S)Nc1ccc(Cl)c(Cl)c1	-3	2	-2.4	19	-1.3	105	3	-9	6
N#Cc1c(Cl)nc(SCc2ccccc2)nc1-c1ccccc1	-19	5	2.3	19	-2.0	101	-2	25	1
COc1cc(C(=O)Nc2nc(C)c(Cc3ccc4c(c3)OCO4)s2)cc(OC)c1OC	-6	16	-3.3	-17	-6.5	103	12	-16	1
Cc1onc(-c2ccccc2)c1C(=O)Nc1sc2c(c1C#N)CCC2	-12	0	-0.7	9	-2.4	94	10	7	-6
CN=C(Nc1ccccc1OC)SC1CC(=O)N(c2ccc(C(=O)OC)cc2)C1=O (stereo not drawn)	-5	.	-2.7	-14	-0.1	100	4	-8	-2
CC1CN(C(=O)COC(=O)c2ccc(O)cc2)CC(C)O1 (stereo not drawn)	-2	-5	-2.7	10	-2.7	102	1	6	0
Cn1cnc([N+](=O)[O-])c1S(=O)(=O)c1ccc(Cl)cc1	0	80*	-0.1	11	-1.8	101	-49	6	0
COC(=O)Cc1ccc(N(Cc2ccccc2F)S(=O)(=O)c2ccc(Br)cc2)cc1	0	19	-0.2	-1	-1.3	94	-5	-10	-6
Cc1cnc(NC(=O)CSc2nnc(C)s2)s1	3	8	-0.7	18	1.3	101	-8	-6	-1
O=C(Nc1ccc(Cl)cc1)/C(=C/c1ccc([N+](=O)[O-])cc1)c1nc2ccccc2s1	3	2	-0.9	18	-1.0	98	-1	-3	2
Cc1csc(N)n1	-2	18	-2.1	-19	-3.7	98	-1	2	2
CC(C)=CCCC(C)NC(=O)NC1CCCCC1 (stereo not drawn)	-7	19	-2.5	12	-1.4	107	-3	7	2
COc1ccc2cc(C(=O)C3CCCN(C(=O)CSc4nnc(C)o4)C3)ccc2c1 (stereo not drawn)	-29	9	-0.7	18	-0.1	104	-9	-9	1
OCCC1CN(Cc2cnc(-c3ccccc3)s2)CCN1C1CCCC1 (stereo not drawn)	1	6	-1.1	-2	0.9	103	0	7	-4

Assay outcomes: PubChem, several laboratories
